Screening results: PubChem, Vanderbilt University
GIRK2 act: Activates human GIRK2-containing potassium channels | 34,000 tested, under 10 active | P48051 | HEK293 GIRK2/NPY4 cells, thallium flux fluorescence | activation (% efficacy), % for hits at 37.5 µM | AID 1259324;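 active = primary screen hit, no activity in plain HEK293 cells, and in GIRK2-only cells above 5% efficacy rising with concentration; inactive = the rest, including fluorescent compounds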;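 note: efficacy is normalized control-subtracted fluorescence 15 s after thallium addition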
Target sequence (P48051 whole entry, looked up): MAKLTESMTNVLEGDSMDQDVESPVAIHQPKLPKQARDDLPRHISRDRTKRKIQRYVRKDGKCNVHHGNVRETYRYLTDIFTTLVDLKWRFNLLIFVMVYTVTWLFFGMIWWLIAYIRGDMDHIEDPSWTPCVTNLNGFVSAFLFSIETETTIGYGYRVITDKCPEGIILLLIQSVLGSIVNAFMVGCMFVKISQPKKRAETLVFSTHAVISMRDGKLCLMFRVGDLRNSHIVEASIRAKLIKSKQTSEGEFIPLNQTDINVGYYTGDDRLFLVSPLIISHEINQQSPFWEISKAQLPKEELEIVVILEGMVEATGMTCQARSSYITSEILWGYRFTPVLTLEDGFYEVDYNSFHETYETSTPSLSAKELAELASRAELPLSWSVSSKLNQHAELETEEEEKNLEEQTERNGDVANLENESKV
Calls only.

How did CC(C)(C)C(=O)NCC(O)c1ccsc1 (stereo not drawn) do in these assays?
GIRK2 act: inactive

What do the screens show for `COCC(=O)Nc1ccc(-c2cn3nc(OC)ccc3n2)cc1`?
GIRK2 act: inactive

Results for O=C(NCC1CCCO1)C(=O)Nc1cccc(N2CCCC2=O)c1 (stereo not drawn) ?
GIRK2 act: inactive

Results for CC12CCC(C(=O)Nc3ccc(C(F)(F)F)cc3)(CC1=O)C2(C)C (stereo not drawn) ?
GIRK2 act: inactive

Results for CC1CCCC(C)N1CC(O)COCC1COc2ccccc2O1 (stereo not drawn) ?
GIRK2 act: inactive

How did O=c1[nH]nc(SCc2ccccc2F)n2nc(-c3ccc(F)cc3)cc12 do in these assays?
GIRK2 act: inactive

What do the screens show for `Cc1nc(C(=O)NCC#CCOc2cccc(C(F)(F)F)c2)cs1`?
GIRK2 act: inactive

What do the screens show for `O=S(=O)(Cc1nc(-c2ccc3c(c2)OCO3)no1)c1ccccc1`?
GIRK2 act: inactive

What do the screens show for `Cc1ccc(S(=O)(=O)Nc2cc3c4c(c2)CCC(=O)N4CCC3)cc1`?
GIRK2 act: inactive

How did Cc1ccc2c(c1)CCCN2C(=O)c1nc(-c2cnccn2)no1 do in these assays?
GIRK2 act: inactive

How did CSc1ccccc1NC(=O)c1ccc(=O)n(Cc2ccccc2Cl)c1 do in these assays?
GIRK2 act: inactive

How did CSc1ccccc1C(=O)Nc1nn(C)c2c1C(c1ccco1)CC(=O)N2 (stereo not drawn) do in these assays?
GIRK2 act: inactive

How did NC(=O)Cc1ccc(NS(=O)(=O)c2ccc(Cl)s2)cc1 do in these assays?
GIRK2 act: inactive

Results for CCOC(=O)Cn1c(C2CC(=O)N(c3cccc(SC)c3)C2)nc2ccccc21 (stereo not drawn) ?
GIRK2 act: inactive

What do the screens show for `O=C(Cn1c(C2CC(=O)N(C3CCCCC3)C2)nc2ccccc21)N1CCCc2ccccc21` (stereo not drawn)?
GIRK2 act: inactive

Structural class: those above with a halogen (five)
Results for CC12CCC(C(=O)Nc3ccc(C(F)(F)F)cc3)(CC1=O)C2(C)C (stereo not drawn) ?
GIRK2 act: inactive

How did O=c1[nH]nc(SCc2ccccc2F)n2nc(-c3ccc(F)cc3)cc12 do in these assays?
GIRK2 act: inactive

What do the screens show for `Cc1nc(C(=O)NCC#CCOc2cccc(C(F)(F)F)c2)cs1`?
GIRK2 act: inactive

How did CSc1ccccc1NC(=O)c1ccc(=O)n(Cc2ccccc2Cl)c1 do in these assays?
GIRK2 act: inactive

How did NC(=O)Cc1ccc(NS(=O)(=O)c2ccc(Cl)s2)cc1 do in these assays?
GIRK2 act: inactive

Other structures:
Results for COCCNc1oc(-c2cccs2)nc1S(=O)(=O)c1ccc(Cl)cc1 ?
GIRK2 act: inactive

What do the screens show for `CC(C)c1nnc(C2CCN(C(=O)c3nc4ccccc4s3)CC2)o1`?
GIRK2 act: inactive

How did Cc1c(Cl)cccc1NC(=O)C(=O)NCCN1CCC(c2cccs2)CC1 do in these assays?
GIRK2 act: inactive

Results for COc1ccc(OC)c(S(=O)(=O)N2CCN(Cc3nnnn3-c3ccccc3)CC2)c1 ?
GIRK2 act: inactive

Results for COc1ccccc1NC(=O)COc1cc(C(C)(C)C)nn1-c1nc(C)cc(C)n1 ?
GIRK2 act: inactive

What do the screens show for `COc1cccc(OC)c1C(=O)NCCn1nc(-c2cccnc2)ccc1=O`?
GIRK2 act: inactive

What do the screens show for `O=C(CSc1ccc(-c2cccnc2)nn1)Nc1ccccc1Cl`?
GIRK2 act: inactive

Results for COc1ccc(Nc2nc(NCCCO)nc(C)c2[N+](=O)[O-])cc1 ?
GIRK2 act: inactive

Results for Cc1ccc(C(CNC(=O)c2ccccc2Br)N2CCOCC2)cc1 (stereo not drawn) ?
GIRK2 act: inactive

Results for COc1ccccc1CCNC(=O)c1csc(NS(=O)(=O)c2cccs2)n1 ?
GIRK2 act: inactive

What do the screens show for `O=C(CSc1ccc(-c2ccc(F)cc2)nn1)Nc1ccc(F)c([N+](=O)[O-])c1`?
GIRK2 act: inactive

Results for Cn1cccc(C(=O)NCCC(O)c2cccs2)c1=O (stereo not drawn) ?
GIRK2 act: inactive

What do the screens show for `Cc1ccc(S(=O)(=O)N(C)CC(=O)NCCC(C)C)cc1`?
GIRK2 act: inactive

How did CCCCC1CCC(C(=O)Nn2cnc3c(cnn3-c3ccccc3)c2=O)CC1 (stereo not drawn) do in these assays?
GIRK2 act: inactive

What do the screens show for `COc1ccc(C)cc1NC(=O)C1CCCN(c2ccc(-n3cccn3)nn2)C1` (stereo not drawn)?
GIRK2 act: inactive

Results for CCOc1ccc2nc(NC(=O)c3ccn(CC)n3)sc2c1 ?
GIRK2 act: inactive

How did Cc1ccc(Oc2cccc(NC(=O)Nc3cccc(C)c3C)c2)nn1 do in these assays?
GIRK2 act: inactive

What do the screens show for `O=C(c1ccc(=O)[nH]n1)N1CCc2ccccc21`?
GIRK2 act: inactive

How did CC(C)Oc1ccc(C(=O)N2CCN(c3ncnc4c3nnn4C)CC2)cc1 do in these assays?
GIRK2 act: inactive

Results for Cc1cccc(-n2nc3c(c2-n2cccc2)CN(C(=O)/C=C/c2ccco2)C3)c1 ?
GIRK2 act: inactive

Results for CCCc1cc(NCC2CCCO2)n2c(nc3ccccc32)c1C#N (stereo not drawn) ?
GIRK2 act: inactive

What do the screens show for `CCCNC(=O)Cn1nc2c(c1NC(=O)c1cccs1)CSC2`?
GIRK2 act: inactive

What do the screens show for `O=C1CC(c2noc(CN3CCN(c4ccccn4)CC3)n2)CN1c1ccc(F)cc1` (stereo not drawn)?
GIRK2 act: inactive

How did N#CCCOCc1nc2ccccc2n1CCC#N do in these assays?
GIRK2 act: inactive

Results for CCN(CC)C(=O)n1nc(C)c(CN2C(=O)c3ccccc3C2=O)c1C ?
GIRK2 act: inactive

Results for COc1cc(S(=O)(=O)N2CCC(C(N)=O)CC2)c(OC)cc1Br ?
GIRK2 act: inactive

What do the screens show for `CN1CCC(CNC(=O)C(=O)NCc2cccs2)CC1`?
GIRK2 act: inactive

What do the screens show for `COc1ccccc1Cc1noc(C2CN(C(=O)c3ccccc3Cl)C2)n1`?
GIRK2 act: inactive

Results for CCOc1cc(C(=O)Nn2cnc3c(cnn3C(C)(C)C)c2=O)cc(OCC)c1OCC ?
GIRK2 act: inactive

What do the screens show for `CS(=O)(=O)c1ccc(Nc2nc(CC(=O)N3CCc4ccccc4C3)cs2)cc1`?
GIRK2 act: inactive

What do the screens show for `Cc1ccc(Nc2ccc(NC(=O)Cc3ccccc3)cc2)nn1`?
GIRK2 act: inactive

How did Cc1cccc(NC(=O)Cn2nnc(-c3ccccc3)n2)c1 do in these assays?
GIRK2 act: inactive

How did Cc1cc(=O)[nH]c(-n2nc(C3CC3)cc2NC(=O)/C=C\c2ccccc2)n1 do in these assays?
GIRK2 act: inactive

Results for O=C(NCC(O)c1ccsc1)c1cnccn1 (stereo not drawn) ?
GIRK2 act: inactive

How did O=S(=O)(C1CC1)N1CCN(c2ccc(-c3ccccn3)nn2)CC1 do in these assays?
GIRK2 act: inactive

What do the screens show for `NC(=O)CSc1ccc(NC(=O)c2ccco2)nn1`?
GIRK2 act: inactive

What do the screens show for `O=C(NCC1(O)CCc2ccccc21)c1ccc(Br)o1` (stereo not drawn)?
GIRK2 act: inactive

Results for O=[N+]([O-])c1ccc(NC(=S)N2CCc3ccccc3C2)cc1 ?
GIRK2 act: inactive

Results for COc1ccc(NC(=O)Cn2c(-c3ccc(F)cc3)ncc(C#N)c2=O)cc1OC ?
GIRK2 act: inactive

Results for COc1cc(NC(C)=O)c2ncccc2c1 ?
GIRK2 act: inactive

How did CCCc1cc(N2CCOCC2)n2nc(C)c(-c3ccccc3)c2n1 do in these assays?
GIRK2 act: inactive

Results for O=C(c1ccc2c(=O)n3c(nc2c1)SCCC3)N1CCN(c2cccc(Cl)c2)CC1 ?
GIRK2 act: inactive

Results for O=C(Cc1csc(SCC(=O)c2ccccc2)n1)NCc1ccccc1 ?
GIRK2 act: inactive

Results for O=C(NCCOc1ccc2nnc(-c3ccccc3)n2n1)Nc1ccc(Cl)c(Cl)c1 ?
GIRK2 act: inactive

How did COc1cc(NC(=O)CSc2nccn3nc(-c4ccccc4)cc23)cc(OC)c1 do in these assays?
GIRK2 act: inactive

At a glance, some entries already given:
How did O=S(=O)(C1CC1)N1CCN(c2ccc(-c3ccccn3)nn2)CC1 do in these assays?
GIRK2 act: inactive

What do the screens show for `NC(=O)CSc1ccc(NC(=O)c2ccco2)nn1`?
GIRK2 act: inactive

Next part
How did O=C(NCC1CCN(c2ncccn2)CC1)c1c(F)cccc1F do in these assays?
GIRK2 act: inactive

How did CC1CCCC(C)N1CC(O)COC1CCCC1 (stereo not drawn) do in these assays?
GIRK2 act: inactive

Results for O=C(NCCN1CCc2ccccc2C1)C1CC(=O)N(C2CCCC2)C1 (stereo not drawn) ?
GIRK2 act: inactive

What do the screens show for `CCCCN1C(=O)CCc2cc(NC(=O)c3ccc(OC)cc3)ccc21`?
GIRK2 act: inactive

How did COCC(=O)NCCOc1ccc2nnc(-c3ccc(OC)cc3)n2n1 do in these assays?
GIRK2 act: inactive

How did CCOc1cc(C)c(C)cc1S(=O)(=O)n1nnc2ccccc21 do in these assays?
GIRK2 act: inactive

What do the screens show for `Cn1c(=O)[nH]c(=O)c2c1ncn2CC(=O)NCCO`?
GIRK2 act: inactive

What do the screens show for `O=C(CN1CCCC1)Nc1ccccc1-c1nc2ccccc2[nH]c1=O`?
GIRK2 act: inactive

What do the screens show for `O=C(NCC1CCN(C(=O)/C=C/c2ccco2)CC1)c1c(F)cccc1Cl`?
GIRK2 act: inactive

What do the screens show for `CCOc1ccc(NC(=O)NCC(O)(c2ccco2)C2CC2)cc1` (stereo not drawn)?
GIRK2 act: inactive

Results for CC1(C)N=C(SCC(=O)Nc2ccccc2)C(c2ccc(Cl)cc2)=N1 ?
GIRK2 act: inactive

What do the screens show for `Cc1cc(NCCOCCO)n2ncc(-c3ccc(Cl)cc3)c2n1`?
GIRK2 act: inactive

Results for COc1ccc(OC)c(NC(=O)Cn2nc(-c3ccco3)c3sc(N4CCOCC4)nc3c2=O)c1 ?
GIRK2 act: inactive

Results for COCCNC(=O)CSc1nnc2c(=O)n(Cc3ccc(F)cc3)ccn12 ?
GIRK2 act: inactive

Results for CCOC(=O)c1ccc(NC(=O)c2cccnc2)cc1 ?
GIRK2 act: inactive

Compounds from the list above that have a CF3 group, in the order listed:
Results for CC12CCC(C(=O)Nc3ccc(C(F)(F)F)cc3)(CC1=O)C2(C)C (stereo not drawn) ?
GIRK2 act: inactive

What do the screens show for `Cc1nc(C(=O)NCC#CCOc2cccc(C(F)(F)F)c2)cs1`?
GIRK2 act: inactive

Remaining list, next part
What do the screens show for `Cc1c(C(=O)N2CCOCC2)c(C(F)(F)F)nn1C1CCCN(C(C)C)C1` (stereo not drawn)?
GIRK2 act: inactive

What do the screens show for `O=C(Cn1cnc2c(sc3ncccc32)c1=O)Nc1ccc(Br)cc1`?
GIRK2 act: inactive

How did Cc1cc(=O)[nH]c(-n2nc(-c3ccco3)cc2NC(=O)c2ccc([N+](=O)[O-])o2)n1 do in these assays?
GIRK2 act: inactive

What do the screens show for `O=C(NCC1CCN(C(=O)COc2ccccc2)CC1)c1ccc(F)c(F)c1`?
GIRK2 act: inactive

Results for CC1CCC(C(C)C)C(OCC(O)C[N+]2(C)CCCCC2)C1 (stereo not drawn) ?
GIRK2 act: inactive

What do the screens show for `CCOc1ccc(NC(=O)Cc2csc(NC(=O)c3ccc[nH]c3=O)n2)cc1`?
GIRK2 act: inactive

How did CC(=O)NCCNC(=O)CCC1=NS(=O)(=O)c2ccccc2N1 do in these assays?
GIRK2 act: inactive

What do the screens show for `CCN1CCN(CC(=O)Nc2cc(C(=O)OC)ccc2C(=O)OC)CC1`?
GIRK2 act: inactive

How did Cn1cccc1C(CNS(=O)(=O)Cc1ccccc1)N1CCCC1 (stereo not drawn) do in these assays?
GIRK2 act: inactive

Results for CN(C)C(CNS(=O)(=O)c1ccccc1Cl)c1ccco1 (stereo not drawn) ?
GIRK2 act: inactive

Results for O=C(Nc1nc(-c2cc([N+](=O)[O-])cs2)cs1)c1ccno1 ?
GIRK2 act: inactive

What do the screens show for `CC(C)n1nccc1-c1nnc(NC(=O)c2cccc(Oc3ccccc3)c2)o1`?
GIRK2 act: inactive

Results for Cc1ccc(-n2nnc(C(=O)NCc3cccnc3)c2C)cc1 ?
GIRK2 act: inactive

How did CCC(C(=O)Nc1cc(-c2cn3nc(OC)ccc3n2)ccc1Cl)c1ccccc1 (stereo not drawn) do in these assays?
GIRK2 act: inactive

Results for Cc1nc(-n2nc(-c3ccco3)cc2NC(=O)c2c(F)cccc2F)[nH]c(=O)c1C ?
GIRK2 act: inactive

Results for CC(C)COC(=O)Nc1nc(CC(=O)Nc2ccc(F)c(F)c2)cs1 ?
GIRK2 act: inactive

How did CC(=O)Nc1ccc(NC(=O)CSc2nc(=O)n(CCCO)c3c2CCCC3)cc1 do in these assays?
GIRK2 act: inactive

How did O=C(NCC(c1ccsc1)N1CCc2ccccc2C1)C1CC1 (stereo not drawn) do in these assays?
GIRK2 act: inactive

Results for CC(C)(Oc1ccc(Cl)cc1)C(=O)NCC1CCN(C(=O)c2ccccc2F)CC1 ?
GIRK2 act: inactive

How did O=C(NC1CCCCCC1)C1c2ccccc2C(=O)N1CCC1=CCCCC1 (stereo not drawn) do in these assays?
GIRK2 act: inactive

What do the screens show for `COc1ccc2nc(-c3ccc(NS(=O)(=O)c4ccc(C)cc4)cc3)cn2n1`?
GIRK2 act: inactive

Results for COc1ccc(NC(=O)CCCn2nc(-c3ccc(Cl)cc3)ccc2=O)c(OC)c1 ?
GIRK2 act: inactive

How did Cc1nc(-n2nc(-c3ccco3)cc2NC(=O)c2ccc(C(F)(F)F)cc2)[nH]c(=O)c1C do in these assays?
GIRK2 act: inactive

How did Nc1ncnc(N)c1[N+](=O)[O-] do in these assays?
GIRK2 act: inactive

What do the screens show for `CC(CCc1ccccc1)NC(=O)C1CCN(c2cc(Oc3ccccc3)ncn2)CC1` (stereo not drawn)?
GIRK2 act: inactive

Results for O=C(c1ccc(F)c(F)c1)N1CCN(c2nccn2-c2cccc(Cl)c2)CC1 ?
GIRK2 act: inactive

Results for CCOC(=O)N1CCN(C(=O)C2(c3ccc(F)cc3)CC2)CC1 ?
GIRK2 act: inactive

A portion of the library (hit frequency here may not be typical).
